Source: PubChem (several laboratories)
CHRM5 antagonist: antagonists of human muscarinic M5 receptor (CHRM5). CHO-hM5 cells, Fluo-8 calcium fluorescence, ACh EC80. inhibition, % at 3 µM. 0.59% of 360,000 active. AID 624040;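 active = inhibition above a per-plate cutoff, the mean of that plate's test compounds plus 3 SD, cut at about 27% in these data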;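 also: 0% = acetylcholine EC80 with DMSO and 100% = DMSO without agonist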
Target sequence (P08912 whole entry, looked up): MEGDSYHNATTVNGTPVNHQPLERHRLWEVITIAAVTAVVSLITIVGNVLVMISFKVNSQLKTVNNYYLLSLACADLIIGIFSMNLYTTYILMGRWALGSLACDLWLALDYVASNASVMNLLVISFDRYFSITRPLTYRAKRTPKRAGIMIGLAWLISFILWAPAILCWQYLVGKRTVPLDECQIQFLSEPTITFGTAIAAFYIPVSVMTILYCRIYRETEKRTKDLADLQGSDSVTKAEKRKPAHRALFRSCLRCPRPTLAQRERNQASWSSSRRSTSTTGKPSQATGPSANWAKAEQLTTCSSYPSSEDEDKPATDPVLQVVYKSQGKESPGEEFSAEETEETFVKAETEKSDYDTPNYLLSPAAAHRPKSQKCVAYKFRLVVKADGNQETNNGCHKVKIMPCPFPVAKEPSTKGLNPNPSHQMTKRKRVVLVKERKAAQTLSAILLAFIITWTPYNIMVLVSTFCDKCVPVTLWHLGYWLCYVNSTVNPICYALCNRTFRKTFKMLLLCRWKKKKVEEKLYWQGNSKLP
CRFBP-R2 block: CRF-BP/CRF-R2 complex antagonism | HEK293 CRF-R2/CRF-BP, CRF-induced calcium fluorescence | inhibition, % at 11.8 µM | 0.59% of 350,000 active | AID 588475;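 active = inhibition of the ligand-induced calcium signal above about 50% at the single tested concentration, limit read from the data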
CHRM5 agonist: agonists of human muscarinic M5 receptor (CHRM5). P08912. CHO-K1 hM5 cells, Fluo-8 calcium fluorescence; 0% DMSO wells, 100% maximal acetylcholine response. activation, % at 3 µM. 0.19% of 360,000 active. AID 624037;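 active = activation above the run's mean over test compounds plus 3 SD, cut at about 23% in these data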;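 also: signal is peak over basal fluorescence ratio across the kinetic read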
M5 PAM: CHRM5 positive allosteric modulation. CHO-K1 hM5, Fluo-8 calcium, ACh EC20 PAM; 0% = ACh EC20, 100% = ACh EC100. 0.3% of 360,000 active. AID 624038. activation, % at 3 µM. P08912;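 active = activation above the run cutoff, the mean activation of all test compounds plus 3 SD, cut at about 18% in these data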
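Replicates: One well per compound, no replicates | System: Human M5 receptor in CHO-K1 cells | Benchmarks: Low control EC20 acetylcholine (0%), high control EC100 acetylcholine (100%) | Probe or stimulus: Acetylcholine, EC20 level | Times: Fluo-8 loading 80 min at 37 °C plus 30 min room temperature | Signal: Intracellular calcium via Fluo-8 fluorescence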
CHO-K1 Ca PAM: nonselective activator or artifact in parental CHO-K1 calcium assay | ATP EC20, Fluo-8 calcium fluorescence; 0% at ATP EC20, 100% at ATP max | activation, % at 3 µM | 0.02% of 360,000 active | AID 602247;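 active = activation above the run cutoff, the mean activation of all test compounds plus 3 SD, cut at about 40% in these data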;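 also: peak over basal fluorescence ratio in a 140 s read after ATP addition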
CRFBP-R2 agonist: CRF-BP/CRF-R2 complex agonism. HEK293 CRF-R2/CRF-BP, calcium dye fluorescence (FLIPR); percent of saturating CRF peptide response. activation, % at 13.2 µM. 0.46% of 350,000 active;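 active = activation of at least 50%, plus an integration ratio under a set limit after plate pattern correction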;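 also: plate controls were neutral control wells without compound for no effect and CRF at EC100 for full effect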
TAAR1 antagonist: antagonists of human TAAR1 | inhibition, % at 3 µM | 1.5% of 360,000 active | AID 624466 | CHO RD-HGA16 TAAR1, Fluo-8 calcium fluorescence, antagonist;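 active = inhibition above a per-plate cutoff, the mean inhibition of test compounds on that plate plus 3 SD, cut at about 49% in these data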;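 also: 0% = DMSO plus EC80 beta-PEA response and 100% = DMSO alone without agonist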
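Test system: RD-HGA16 CHO cells with stable hTAAR1 and Gα16 / Probe or stimulus: EC80 β-phenethylamine stimulus / Times: seeding 17-24 h prior, 75-min 37 °C, 30-min RT dye loading / Detection: Fluo-8 calcium-sensitive fluorescence / Read-out basis: % inhibition scaled between DMSO and EC80 PEA controls / Repeats: singlicate, one well per test compound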
TAAR1 agonist: agonists of human TAAR1. Q96RJ0. CHO RD-HGA16 TAAR1, Fluo-8 calcium fluorescence; vehicle wells 0%, saturating PEA agonist 100%. activation, % at 3 µM. 0.99% of 360,000 active. AID 624467;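 active = activation above the mean activation of all test compounds in the run plus 3 SD, cut at about 38% in these data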
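Test system: RD-HGA16 (CHO) cells co-expressing Gα16 and hTAAR1; dosing: one-point dosing at 3 µM (nominal); timing: 17-24 h seeding, 75 min 37 °C dye, 30 min RT; signal: kinetic Fluo-8 calcium fluorescence; read-out basis: % activation relative to PEA EC100 response; controls: DMSO and PEA EC100; replicates: n 1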
M4 PAM: CHRM4 positive allosteric modulation; 0.4% of 360,000 active; P08173; activation, % at 3 µM; CHO-K1 hM4/Gqi5, Fluo-8 calcium fluorescence, ACh EC20; 0% = ACh EC20, 100% = maximal ACh; AID 624126;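 active = activation above its plate's cutoff, the mean activation of sample wells plus 3 SD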; also: some results filed as inactive read as strong as hits
The depositor's hits bear a star. Outcome played no part in choosing rows, and some 4.2% of all compounds hit somewhere here.

Screens by letter: A = CHRM5 antagonist; B = CRFBP-R2 block; C = CHRM5 agonist; D = M5 PAM; E = CHO-K1 Ca PAM; F = CRFBP-R2 agonist; G = TAAR1 antagonist; H = TAAR1 agonist; I = M4 PAM
1) CCOC(=O)c1cc2c(=O)[nH]ccc2nc1C(F)(F)F
  A: 9.5	B: -1.9	C: -2.4	D: 1.5	E: 9.0	F: -1.8	G: -7.5	H: -0.4	I: 23.8

2) CN(Cc1nc(-c2ccccc2)no1)C(=O)c1ccco1
  A: 22.4	B: 2.0	C: -3.4	D: -5.0	E: -12.3	F: -1.4	G: -9.7	H: 3.2	I: -2.7

3) Cc1ccc2nc3ccc(N4CCCCCCC4)nn3c(=O)c2c1
  A: -7.0	B: -7.3	C: -1.3	D: 1.4	E: 18.5	F: -7.6	G: 15.3	H: 2.1	I: -0.9

4) COCc1nnc(NC(=O)C2CC(=O)N(c3ccc(C)c(Cl)c3)C2)s1 (stereo not drawn)
  A: 3.1	B: -2.5	C: 5.2	D: 1.9	E: 9.4	F: 0.6	G: -9.4	H: 3.1	I: 2.3

5) Nc1nnc(SCC(=O)Nc2cc(C(F)(F)F)ccc2N2CCOCC2)s1
  A: 4.2	B: 5.6	C: 2.7	D: -7.3	E: -0.6	F: -3.9	G: -3.2	H: 2.1	I: 7.9

6) Cn1c(CSc2ncn[nH]2)nc2ccccc21
  A: -3.7	B: 7.2	C: -1.1	D: -1.0	E: 10.5	F: 0.7	G: -30.6	H: 3.1	I: 8.9

7) CC(=O)c1ccc(N2CCN(C(=O)c3cccc(Oc4ccccc4)c3)CC2)cc1
  A: -2.6	B: 78.5*	C: 2.1	D: -18.6	E: 2.5	F: -0.5	G: 39.7	H: 4.7	I: -11.2

8) CC(=O)c1cc(C(C)=O)c(C)nc1C
  A: 7.4	B: -1.0	C: 1.7	D: -1.1	E: 8.0	F: 0.7	G: -3.7	H: 3.6	I: 0.1

9) CCOc1ccc2nc(NC(=O)C34CC5CC(CC(NC(C)=O)(C5)C3)C4)sc2c1
  A: 3.4	B: 6.9	C: -1.9	D: -3.6	E: -4.3	F: -0.2	G: -5.7	H: 1.2	I: -2.2

10) COCCNC(=S)NC(=O)c1ccc(C(C)(C)C)cc1
  A: -6.2	B: -4.0	C: -14.0	D: 8.4	E: 28.1	F: 0.2	G: 3.0	H: -3.2	I: 6.3

11) COc1cc2ncnc(NCc3ccccc3C)c2cc1OC
  A: 2.2	B: -12.3	C: -1.2	D: 0.6	E: 10.8	F: 0.8	G: 8.9	H: 6.9	I: 1.6

12) CCN(CC)C1=CC(=[N+]2CCCC2)CC(C)(C)C1
  A: 2.9	B: 16.8	C: -5.9	D: -0.6	E: -5.8	F: -0.8	G: -1.3	H: 0.1	I: -15.9

13) Cc1c(-c2ccc(OCCN3CCOCC3)cc2)c(=O)oc2ccc3ccccc3c12
  A: 0.5	B: -13.9	C: 2.2	D: 5.0	E: 18.6	F: -0.1	G: -2.9	H: 3.9	I: 1.6

14) Cn1c(=O)[nH]c(=O)c2c1nc(SCCN1CCOCC1)n2CCCc1ccccc1
  A: -0.6	B: -8.8	C: 1.1	D: -4.4	E: -5.2	F: 1.4	G: -20.3	H: 2.0	I: 3.1

15) CC(C)C(=O)N1CCN(c2ccccc2NC(=O)COc2ccc(C3CCCCC3)cc2)CC1
  A: -4.7	B: -66.3	C: -6.6	D: -1.4	E: 22.9	F: 6.4	G: 2.4	H: -1.0	I: -2.3

16) O=C(c1ccccc1)N1N=C(c2ccccc2)CC1c1cccs1 (stereo not drawn)
  A: 2.0	B: -14.6	C: -8.4	D: -4.0	E: -20.4	F: 0.3	G: -11.1	H: 5.7	I: -2.4

17) O=[N+]([O-])c1ccc2[nH]c3c(c2c1)CCCC3O (stereo not drawn)
  A: 7.0	B: 6.5	C: -4.0	D: -5.2	E: 11.1	F: 0.0	G: 14.0	H: 2.9	I: 6.6

18) COc1ccc(Cl)cc1N1C(=O)c2cccnc2C1=O
  A: -4.0	B: -4.1	C: -4.0	D: 1.4	E: -5.4	F: 0.2	G: -3.7	H: -0.2	I: 4.5

19) CN(C)CCCNC(=O)C(=O)NCC1OCCN1S(=O)(=O)c1cc(F)ccc1F (stereo not drawn)
  A: 13.4	B: 13.3	C: -3.1	D: -7.5	E: -8.9	F: -1.0	G: 13.0	H: 0.0	I: -7.3

20) CC1CCN(C(=O)COc2cccc3c2CCN(Cc2ccccc2)C3=O)CC1
  A: 16.8	B: 2.6	C: 2.4	D: -9.3	E: -7.7	F: -0.9	G: 16.3	H: 5.8	I: -8.6

Quoted at random: 5 compounds from above
Screens by letter: A = CHRM5 antagonist; B = CRFBP-R2 block; C = CHRM5 agonist; D = M5 PAM; E = CHO-K1 Ca PAM; F = CRFBP-R2 agonist; G = TAAR1 antagonist; H = TAAR1 agonist; I = M4 PAM
13) Cc1c(-c2ccc(OCCN3CCOCC3)cc2)c(=O)oc2ccc3ccccc3c12
  A: 0.5	B: -13.9	C: 2.2	D: 5.0	E: 18.6	F: -0.1	G: -2.9	H: 3.9	I: 1.6

15) CC(C)C(=O)N1CCN(c2ccccc2NC(=O)COc2ccc(C3CCCCC3)cc2)CC1
  A: -4.7	B: -66.3	C: -6.6	D: -1.4	E: 22.9	F: 6.4	G: 2.4	H: -1.0	I: -2.3

18) COc1ccc(Cl)cc1N1C(=O)c2cccnc2C1=O
  A: -4.0	B: -4.1	C: -4.0	D: 1.4	E: -5.4	F: 0.2	G: -3.7	H: -0.2	I: 4.5

12) CCN(CC)C1=CC(=[N+]2CCCC2)CC(C)(C)C1
  A: 2.9	B: 16.8	C: -5.9	D: -0.6	E: -5.8	F: -0.8	G: -1.3	H: 0.1	I: -15.9

17) O=[N+]([O-])c1ccc2[nH]c3c(c2c1)CCCC3O (stereo not drawn)
  A: 7.0	B: 6.5	C: -4.0	D: -5.2	E: 11.1	F: 0.0	G: 14.0	H: 2.9	I: 6.6

Carrying on.
Screens by letter: A = CHRM5 antagonist; B = CRFBP-R2 block; C = CHRM5 agonist; D = M5 PAM; E = CHO-K1 Ca PAM; F = CRFBP-R2 agonist; G = TAAR1 antagonist; H = TAAR1 agonist; I = M4 PAM
21) COc1ccc(C(C(=O)NC2CCCCC2)N(C(=O)c2cccs2)c2ccc3c(c2)OCO3)cc1 (stereo not drawn)
  A: -3.7	B: 5.4	C: 1.7	D: 3.1	E: 0.2	F: -0.6	G: -5.2	H: 6.7	I: 2.4

22) CCn1nc(C)c(C(=O)Nc2cc(Oc3ccc(Cl)cc3)cc([N+](=O)[O-])c2)c1C
  A: 4.9	B: -35.3	C: 2.0	D: -3.3	E: 2.4	F: 0.0	G: -8.4	H: 20.2	I: -1.9

23) O=C(COc1ccccc1[N+](=O)[O-])N1CCC(Cc2ccccc2)CC1
  A: 3.5	B: -39.7	C: -2.9	D: -3.3	E: 0.2	F: 3.2	G: -1.2	H: 8.5	I: -4.7

24) C/C(N)=C(/C#N)C(=O)COC(=O)c1cccc(O)c1
  A: 2.0	B: -0.7	C: -0.3	D: 3.0	E: 9.0	F: -2.1	G: -16.5	H: 2.4	I: 13.8

25) Cc1ccc(CSc2nsc(C)c2C#N)cc1
  A: 4.9	B: 12.7	C: -6.4	D: 0.0	E: 13.8	F: -1.1	G: -6.8	H: -2.5	I: 3.1
